Screening data: PubChem, Johns Hopkins Ion Channel Center
KCNQ2 block – KCNQ2 potassium channel inhibitors, primary screen, cell-based, CHO-K1, FluxOR thallium flux, B-score (AID 2156); 20 min; stronger effect = lower value; B-score at 10 µM; 310,000 compounds, 1.1% hits;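 active = fluorescence ratio B-score at most minus 3 library SDs, with starting brightness B-score within 2 library SDs, cut at about -5.5 in these data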
Target sequence (O88943 whole entry, looked up): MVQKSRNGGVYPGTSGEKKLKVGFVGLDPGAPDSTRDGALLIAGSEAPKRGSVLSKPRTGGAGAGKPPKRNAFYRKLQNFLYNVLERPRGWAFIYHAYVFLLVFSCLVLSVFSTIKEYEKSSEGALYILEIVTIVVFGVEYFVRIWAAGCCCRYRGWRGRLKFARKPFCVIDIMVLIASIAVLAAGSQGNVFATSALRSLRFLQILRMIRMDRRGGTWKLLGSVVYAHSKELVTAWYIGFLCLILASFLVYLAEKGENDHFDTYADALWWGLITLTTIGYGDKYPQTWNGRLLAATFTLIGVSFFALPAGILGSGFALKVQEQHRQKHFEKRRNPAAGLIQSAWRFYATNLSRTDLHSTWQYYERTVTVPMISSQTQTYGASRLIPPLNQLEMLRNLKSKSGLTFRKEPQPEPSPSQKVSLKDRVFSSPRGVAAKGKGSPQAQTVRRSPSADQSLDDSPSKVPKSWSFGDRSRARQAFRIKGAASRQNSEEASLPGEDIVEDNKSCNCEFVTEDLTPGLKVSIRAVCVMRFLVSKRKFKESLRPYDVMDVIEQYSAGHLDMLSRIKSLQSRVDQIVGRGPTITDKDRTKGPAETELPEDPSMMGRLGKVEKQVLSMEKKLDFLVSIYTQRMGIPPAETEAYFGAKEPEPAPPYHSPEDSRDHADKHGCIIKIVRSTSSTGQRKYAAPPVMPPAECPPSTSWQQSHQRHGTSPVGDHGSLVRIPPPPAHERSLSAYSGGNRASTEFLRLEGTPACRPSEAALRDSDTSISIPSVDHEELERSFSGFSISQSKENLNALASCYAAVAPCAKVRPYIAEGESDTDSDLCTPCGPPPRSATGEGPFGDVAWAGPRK
Kir21 inh – Kir2.1 (mouse) channel inhibition; P35561; HEK293-Kir2.1, FluxOR thallium flux fluorescence; stronger effect = lower value; B-score at 10 µM; 310,000 compounds, 0.85% hits;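 active = fluorescence ratio B-score at or below minus 3 SD of library scores, with starting-brightness B-score within 2 SD, cut at about -4.2 in these data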;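 also: channel flux triggered by added potassium and thallium sulfate stimulus; B-score of peak minus minimum fluorescence over baseline after thallium stimulus; more negative B-score means stronger Kir2.1 block with less thallium influx; some compounds called inactive have numbers as strong as hits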
Numbers without * were called inactive; i = inactive.

SMILES	KCNQ2 block	Kir21 inh
CC(C)c1ccc(NC(=O)C(c2ccc3c(c2)OCO3)N2CCCCC2)cc1 (stereo not given)	i	-0.1
O=C(Nc1ccccc1C(=O)O)/C(=C/c1ccc(Cl)cc1Cl)NC(=O)c1ccco1	i	1.15
O=C(CN1C(=O)c2ccccc2C1=O)Oc1ccc(Cl)cc1	i	-0.69
O=C(CCl)N(C1CCCC1)C1CCS(=O)(=O)C1 (stereo not given)	i	-0.14
CCN(CC)C(=O)c1ccc(N)cc1	i	0.2
CNC(=O)NC(=S)NC(=O)c1cccc(Cl)c1	i	-0.17
Cc1ccc(NC(=O)Cc2c(C(=O)O)n(C)c3ccccc23)cc1F	i	0.15
COc1c(C)cc(S(=O)(=O)NCc2ccco2)c(C)c1C	i	0.07
O=[N+]([O-])c1c(NCc2ccccc2)cc(N2CCc3ccccc3C2)c2nonc12	i	1.29
Cc1cnc(NC2=NCCC2)s1	i	0.03
O=C(CN1CCC(n2nnc3cc(F)ccc32)CC1)NCCc1nc2ccccc2[nH]1	i	0.29
CC(C)=CCN1CCN(Cc2ccc(C)s2)CC1CCO (stereo not given)	i	0.17
COc1ccc(C(=O)NC(=S)Nc2ccc(Cc3ccncc3)cc2)cc1	i	-0.28
CC(C)CCNC(=O)C(C)N(C(=O)Cn1nnc(-c2ccc(F)cc2)n1)C1CCCC1 (stereo not given)	i	0.51
CCCCCCCC1CC(/C(C)=N/NC(N)=O)OC1=O (stereo not given)	i	1.84
CCC1CCCCN1C(=O)CSc1nnc(-c2cccs2)o1 (stereo not given)	i	-0.05
CCOc1cc(C(=O)N/N=C/c2ccsc2)cc(OCC)c1OCC	i	-0.13
CCOc1ccc(NC(=S)Nc2cccc3cnccc23)cc1	i	-0.42
CCCCc1cc(=O)oc2cc(OCC(=O)N[C@@H](Cc3ccccc3)C(=O)O)ccc12	i	0.86
CCOC(=O)C1=C(C)N=c2s/c(=C/c3ccc(OCC(=O)O)cc3)c(=O)n2C1c1ccc(F)cc1 (stereo not given)	i	0.87
C/C(=N\OC(=O)c1cccc(C)c1)c1sc(-c2ccccc2)nc1C	i	2.4
COc1cc(OC)c(CN2CCC(Cc3ccccc3)CC2)cc1Br	i	-4.82*
COc1ccc([N+](=O)[O-])cc1NC(=O)c1ccc(CN(c2ccc(C)c(C)c2)S(C)(=O)=O)cc1	i	2.09
Cc1ccc(C(=O)NC2(C(F)(F)F)NC(=O)N(c3ccc(Cl)cc3)C2=O)cc1 (stereo not given)	i	-0.19
CCC(C)c1nc2ccsc2c(N2CCOC2=O)c1-c1ccccc1 (stereo not given)	i	-0.12
CCc1ccc2c(CN3CCN(S(=O)(=O)c4cccs4)CC3)cc(=O)oc2c1	i	0.86
CCCCCCn1cc(C(=O)O)c(=O)c2ccccc21	i	-0.55
CCOc1cc(CNn2cnnc2)cc(Br)c1OCC(=O)NC(C)(C)C	i	0.7
CCn1c(CNC(=O)c2ccco2)nnc1SCC(=O)Nc1cc(C(F)(F)F)ccc1Cl	i	-0.36
Cc1ccc(OCC2Cn3c(nc4c3c(=O)n(C)c(=O)n4C)O2)cc1 (stereo not given)	i	-0.19
C=Cc1ccc2c(c1)OCCOCCOCCOCCOCCO2	i	0.55
Cc1ccc(-n2cc(C(C)(C)C)[nH]c2=S)cc1	i	-1.33
COc1ccc(OC)c(/C(C)=N/Nc2ccc(C(=O)O)cc2)c1	i	-1.08
COCCNC(=O)/C(C#N)=C/c1c(N2CCN(C)CC2)nc2ccccn2c1=O	i	-0.41
Cc1nc(NCCCN2CCOCC2)c2oc3ccccc3c2n1	i	0.24
COCC(=O)NC1CCN(C(=O)NCc2ccccc2)CC1	i	0.47
O=C(NCc1ccccn1)c1cc(-c2ccccc2)on1	i	-1.1
COc1ccccc1NC(=O)CNc1ccc(F)c(Cl)c1	i	1.44
O=C(N/N=C/c1c(O)ccc2ccccc12)c1ccc(Br)o1	i	0.55
Oc1ccccc1N=Cc1ccc[nH]1	i	2.03
Cc1nnc(NC(=O)Oc2ccccc2)s1	i	0.03
C/C(=N\NC(=O)c1ccccc1[N+](=O)[O-])c1ccc(Br)s1	i	0.45
COc1ccc(C(=O)OCCCN(C)C)cc1OC	i	0.11
C=CCn1cc(Cl)cc(C(=O)Nc2ccccc2)c1=O	i	2.29
Cc1n(CC(=O)c2ccc(F)cc2)c2ccccc2[n+]1C	i	-0.52
CCCN(CCC)C(=O)Cn1ccc(=N)c2ccccc21	i	-3.03
CCc1ccc(OCC(=O)NC(NC(=S)Nc2ccc(C)cc2C)C(Cl)(Cl)Cl)cc1 (stereo not given)	i	2.09
COc1cccc(CN2CCC(n3nccc3NC(=O)CCOc3ccccc3)CC2)c1	i	-0.26
CCOc1ccc(-n2c(SCC(=O)NC)nnc2-c2ccco2)cc1	i	-1.18
COC(=O)CC/C(O)=C1\C(=O)CC(C)(C)CC1=NCc1nc2ccccc2[nH]1	i	-2.2
CCOC(=O)N1CCC(N2CCCC(C(=O)c3cccc(OC(C)C)c3)C2)CC1 (stereo not given)	i	0.05
COc1ccccc1C1NC(=O)NC(C)=C1C(=O)OC1CCCC(C)C1 (stereo not given)	i	-0.28
CCCCc1cc(=O)oc2cc(OCC(=O)NCCN3CCOCC3)ccc12	i	1.69
O=C(N/N=C/c1ccsc1)c1cc(O)cc(O)c1	i	0.24
Cc1c(C(=O)Nc2cnccn2)oc2ccccc12	i	1.39
Clc1ccc(C2CC(c3ccccc3)Nc3ncnn32)cc1 (stereo not given)	i	-1.7
C/C(Cn1nnc([N+](=O)[O-])n1)=N\NC(=O)c1ccccc1	i	-0.22
N#Cc1c(NCc2ccccc2)ccnc1NCc1cccnc1	i	0.1
CS(=O)(=O)N1CCC(C(=O)Nc2ccc(Cl)c(C(F)(F)F)c2)CC1	i	1.35
O=C(Nc1nnc(S(=O)(=O)N2CCOCC2)s1)c1ccccc1F	i	1.19
Next section
SMILES	KCNQ2 block	Kir21 inh
OCc1ccc(O)c2ncccc12	i	-0.82
CCOc1ccc(/C=C/C(=O)Nc2ccc3[nH]c(=O)[nH]c3c2)cc1	i	0.66
Cn1c(N)c(C(C[N+](=O)[O-])c2c(F)cccc2Cl)c(=O)n(C)c1=O (stereo not given)	i	-0.91
CCC(C)[C@H](NC(=O)NCCCn1ccnc1)C(=O)OC (stereo not given in full)	i	0.1
CCOc1cccc(C(=O)Nc2cccc(-c3nnc(-c4ccccc4)o3)c2)c1	i	-1.81
NS(=O)(=O)c1ccc(NC(=O)c2ccccc2Cl)cc1	i	0.04
CC(C)CNC(=O)c1ccc2c(c1)C(=O)N(Cc1ccco1)C2=O	i	0.5
COc1ccccc1CCC(=O)NNC(=O)c1ccncc1	i	0.81
CCOC(=O)c1ccc2[nH]c3c(c2c1)CCCCC3=O	i	1.4
CCOC(=O)C(N)CSC1CC(=O)N(CCc2ccccc2)C1=O (stereo not given)	i	-0.24
CCOC(=O)N1CCN(C(=O)c2cnsn2)CC1	i	3.51
O=C(NC1CCCCC1)c1cc(Cl)nc2ccccc12	i	1.99

Record cards, as listed above. Order of screens: KCNQ2 block | Kir21 inh
Entry for N#Cc1c(NCc2ccccc2)ccnc1NCc1cccnc1 → i | 0.1
Entry for C=Cc1ccc2c(c1)OCCOCCOCCOCCOCCO2 → i | 0.55
Entry for Cn1c(N)c(C(C[N+](=O)[O-])c2c(F)cccc2Cl)c(=O)n(C)c1=O (stereo not given) → i | -0.91

The listing continues:
SMILES	KCNQ2 block	Kir21 inh
CCN(Cc1nc(-c2cccc(C)c2)no1)C(=O)c1ccco1	i	2.71
CCC1(C)Cc2c(sc3nnn(CC(=O)Nc4ccc(Cl)cc4)c(=O)c23)CO1 (stereo not given)	i	-0.38
COC(C[C@@H](O)C[C@H](O)COCc1ccccc1)OC	i	0.5
CN(C)CCNc1nc2c(c(=O)[nH]c(=O)n2C)n1CC(O)COc1ccc(Cl)cc1 (stereo not given)	i	0.48
C[C@H]1[C@H]2c3nc4ccccc4n3C[C@H]1ON2C1CCCCC1	i	-0.22
CC(=O)C(C(C)=O)c1c(Cl)c(O)c(O)c2c(C(=O)c3ccccc3)coc12	-7.28*	-0.05
O=C(CC1C(=O)NCCN1C1CCCC1)NCc1cccc(OC(F)(F)F)c1 (stereo not given)	i	0.87
Cn1cc(CN2CCC(n3nccc3NC(=O)C3CCCC3)CC2)cn1	i	0.21
N#CC1=C(N2CCCCC2)c2cc3c(n2C1=O)CCCC3	i	-0.36
CCCC1CC(=O)OC1(C)C(=O)CSc1n[nH]c(-c2ccccc2)n1 (stereo not given)	i	-1.76
Cc1ccc(OCc2nnc(NC(=O)OCC(C)C)s2)cc1	i	-0.08
CCCc1c(C(=O)N/N=C/C(C)=C/c2ccccc2)nnn1-c1nonc1N	i	0.07
CC(=O)Nc1ccc(NC(=O)C(C)OC(=O)CNS(=O)(=O)/C=C/c2ccc(C)cc2)cc1 (stereo not given)	i	-1.81
O=C(O)CNC(=O)CC12CC3CC(CC(C3)C1)C2	i	-0.23
CCN(CC)CCN(Cc1cc2cc3c(cc2[nH]c1=O)OCO3)C(=S)NC	i	-0.59
CCC(C)Nc1nc(N)c([N+](=O)[O-])c(Nc2cc(OC)ccc2OC)n1 (stereo not given)	i	0.91
CC(=O)Nc1ccc(/C=C2\Sc3ccccc3C2=O)cc1	i	0.31
CCC(C(=O)c1ccccc1)N(C(=O)c1ccccc1Cl)N1C(=O)C2C3C=CC(C3)C2C1=O (stereo not given)	i	0.83
CC1(C(=O)OCC(=O)c2c[nH]c3ccccc23)CC1(Cl)Cl (stereo not given)	i	2.13
COc1ccc(NC2=C(Cl)C(=O)N(CCc3ccccc3)C2=O)cc1	i	0
CC(=O)c1cc2c(cc1N/C(=N/S(=O)(=O)c1ccc(C)cc1)c1ccccc1)OCO2	i	0.12
O=C(Nc1cccc(-c2nc3ccccc3s2)c1)c1cc(=O)c2ccccc2o1	i	0.54
CC1=C(C(=O)OCCOC(C)C)C(c2cc3c(cc2Br)OCO3)CC(=O)N1 (stereo not given)	i	-0.08
Cc1ccc2oc(=O)c3cnn(CC(=O)NC4CCC(C)CC4)c3c2c1 (stereo not given)	i	0.01

Shown as a hit in Kir21 inh (from the list above):
SMILES	KCNQ2 block	Kir21 inh
COc1cc(OC)c(CN2CCC(Cc3ccccc3)CC2)cc1Br	i	-4.82*

Random excerpt: two records from the list
SMILES	KCNQ2 block	Kir21 inh
CCC(C(=O)c1ccccc1)N(C(=O)c1ccccc1Cl)N1C(=O)C2C3C=CC(C3)C2C1=O (stereo not given)	i	0.83
CCN(CC)CCN(Cc1cc2cc3c(cc2[nH]c1=O)OCO3)C(=S)NC	i	-0.59

Other records follow.
SMILES	KCNQ2 block	Kir21 inh
Cc1nc(NC(=O)CC(C)C)sc1-c1csc(Nc2ccc(Cl)cc2Cl)n1	i	1.96
CCc1cc2c(=O)[nH]c(Cc3ccc(Cl)cc3)nc2s1	i	0.67
CCOc1ccc(-c2n[nH]c(=S)o2)cc1	i	0.16
CCOC(=O)Cc1nnc(NC(=O)CSc2ccc(Cl)cc2)s1	i	-0.03
CCCc1cc(=O)[nH]c(SC/C=C/c2ccccc2)n1	i	0.08
COc1cccc(CSc2nnnn2-c2ccc(O)cc2)c1	i	0
COc1ccc(Cl)cc1N(C(=O)Nc1cccc(Cl)c1)C1=NCC(C)S1 (stereo not given)	i	-0.21
COc1ccc(-n2nc(C(=O)NCC(=O)NCCCN3CCOCC3)c3ccccc3c2=O)cc1	i	1.44
N#Cc1cc(C(=O)c2cc(F)ccc2O)cn(Cc2ccccc2)c1=O	i	1.93
COc1cccc2c1OC1(C)CC2NC(=O)N1 (stereo not given)	i	-0.03
Cc1cccc(/N=C/c2nc(-c3ccccc3Br)oc2O)n1	i	0.83
Cn1nnnc1SCC(=O)NC(=O)NCc1ccccc1	i	1.37
COc1cccc(C(=O)Cn2c(=O)n(CCC(=O)NCC3CCCO3)c(=O)c3cc(OC)c(OC)cc32)c1 (stereo not given)	i	0.31
Cc1ccc(S(=O)(=O)Cc2ccc(C(=O)NCc3cccs3)o2)cc1	i	-0.9
Cc1nc(NC(CC(C)C)C(=O)O)c2nc(C)oc2n1 (stereo not given)	i	0.17
CC(C)C12CN3CC(C(C)C)(CN(C1)C3c1ccco1)C2=O (stereo not given)	i	-0.26
Brc1ccc(-c2nc3ncccn3c2NC2CCCCC2)o1	i	0.76
COc1cccc(C(C)N(C)Cc2nc(COc3ccccc3)no2)c1 (stereo not given)	i	0.51
O=C1OC(=O)C2C1[C@@H]1CC[C@H]2O1 (stereo not given in full)	i	1.73
O=C(COC(=O)Cc1ccsc1)Nc1ccc(S(=O)(=O)N2CCOCC2)cc1	i	-0.3
O=C(COc1ccc(Cl)cc1Cl)Nn1c(=S)[nH]c2ncccc2c1=O	i	0.01
CC(NCc1ccc(N(C)C)cc1)C1CC2CCC1C2 (stereo not given)	i	-1.58
S=c1[nH]nc(-c2ccccc2)n1/N=C/c1cccc(Br)c1	i	1.78
CSC(=NC#N)N1CCN(c2ccccn2)CC1	i	-2.15
CC1CCCCC1NS(=O)(=O)c1ccc2c(c1)CC(=O)N2C (stereo not given)	i	-0.19
Cc1ccc(S(=O)(=O)/C(C#N)=C/c2c[nH]c3ccccc23)cc1	i	-1.03

An excerpt of these results, bar-delimited.
canonical_smiles | KCNQ2 block | Kir21 inh
Cc1nc(NC(CC(C)C)C(=O)O)c2nc(C)oc2n1 (stereo not given) | i | 0.17
CC(C)C12CN3CC(C(C)C)(CN(C1)C3c1ccco1)C2=O (stereo not given) | i | -0.26
Brc1ccc(-c2nc3ncccn3c2NC2CCCCC2)o1 | i | 0.76
COc1cccc(C(C)N(C)Cc2nc(COc3ccccc3)no2)c1 (stereo not given) | i | 0.51
O=C1OC(=O)C2C1[C@@H]1CC[C@H]2O1 (stereo not given in full) | i | 1.73

No enrichment for hits (roughly 1.9% active in at least one column).
